ERG Ets-DNA blk: blocks human ERG Ets domain binding to DNA; 370,000 tested, 0.028% active; P11308; fluorescence polarization, His-ERG Ets domain / labelled DNA; Potency, µM (top dose mostly 76.9 µM), for the others: at the top dose FP activity, negative = inhibition, actives largely listed as inhibitors; active = well fitted inhibition curve with a large enough effect in the polarisation, with a control signal flat; inconclusive = small, poorly fitted or top-dose-only effect, or effect the other way, or a change in a side signal; inactive = no such curve, though single readings can be large or run the other way; the % refers to the polarisation;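 also: polarization taken with two DNA probes labelled with fluorescein and Texas red; potency is read from the fitted curve at half-maximal effect; % of control where 0% means no effect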
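His-tagged ERG Ets domain (1 uM in the protein solution; 300mM KCl, 50mM Tris-HCl, 1mM EDTA, 1mM DTT, pH 7.5) received compound, then a probe mix of 5 nM fluorescein-DNA and 100nM Texas-615-DNA. Fluorescence polarization was read for both dyes.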
POLB inh: inhibitors of human DNA polymerase beta; AID 485314; Pol beta primer extension/strand displacement, fluorescence kinetic; Potency, µM (doses to about 114 µM), inactives show at the highest dose activity change, negative = inhibition, usual class: inhibitors; 340,000 tested, 1.3% active; also: potency is read from the fitted curve at half-maximal effect; % is scaled to controls: 0 for no effect and ±100 for the full control effect
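Reaction started by 50 nM substrate onto compound-treated Pol beta (10 nM, 15 min preincubation, room temperature); plates read at 0 min and 10 min. Normalized concentration-effect data fitted by four-parameter Hill equation.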
APEX1 inh: inhibitors of human APE1 endonuclease. recombinant APE1, TAMRA/BHQ-2 abasic DNA cleavage fluorescence. AID 2517. P27695. Potency, µM (doses to about 65.8 µM), inactives show at the highest dose activity change, negative = inhibition, most hits filed as inhibitors. 350,000 tested, 0.35% active;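 also: potency is read from the fitted curve at half-maximal effect; plate controls were vehicle for no effect and reference inhibitor for full effect; nearly all actives have a fitted effect of over 55% in size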
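Step 1: APE1 (0.75 nM) with compound, 15 min RT. Step 2: add 50 nM fluorophore/quencher THF duplex. Step 3: three fluorescence reads 60 s apart (525/598 nm); read 3 minus read 1 = reaction progress.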
TRHR ag: TRH receptor (human) agonism. 360,000 tested, 0.18% active. activation, % at 2 µM. P34981. TRHR cells, calcium flux fluo-8, FDSS agonist mode; in the data active = activation above about 30%; also: 0% is about no effect
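In this calcium-flux screen, cells bearing human TRHR are dye-loaded with fluo-8, baselined for 10 cycles, then exposed to library compounds; positive kinetic calcium responses during the agonist phase mark hits, with TRH as control.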
ALOX12 inh: blocks human arachidonate 12S-lipoxygenase; P18054; purified 12hLO, xylenol orange hydroperoxide absorbance; Potency, µM (highest dose often 108 µM), for inactives: at the top dose activity change, negative = inhibition, most hits filed as inhibitors; 580,000 tested, 1.1% active; AID 1671190; also: potency is read from the fitted curve at half-maximal effect; % is scaled to controls: 0 for no effect and ±100 for the full control effect
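Purified human 12hLO (150 nM final) in 25 mM Hepes, 0.01% Triton X-100, pH 7.0 was preincubated 15 min at room temperature with compound. Then 40 uM arachidonic acid was added, 30 min. Hydroperoxide was read by Fe-XO absorbance ratio 573/405 nm.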
Apoferritin bind: binds horse apoferritin like a general anesthetic. P02791. apoferritin/1-aminoanthracene competitive binding, fluorescence. Potency, µM (series often up to 77.5 µM), without a hit: top-dose activity change, negative = displacement, most hits filed as inhibitors. 350,000 tested, 0.074% active; also: potency is read from the fitted curve at half-maximal effect; % is scaled to controls: 0 for no effect and ±100 for the full control effect; nearly all actives have a fitted effect of over 20% in size
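Probe: 1-aminoanthracene (50% saturated, PBS). Protein: horse-spleen apoferritin, 10 uM. Incubation: 10 min, room temperature. Detection: 380 nm excitation, 535 nm emission. Analysis: normalized response, four-parameter Hill.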
BLM helicase inh: inhibitors of human Bloom syndrome helicase BLM; Potency, µM (titrated, usually from 56.1 µM), without a hit: top-dose activity change, negative = inhibition, most hits filed as inhibitors; 350,000 tested, 0.2% active; recombinant BLM DNA unwinding, fluorescence dequenching; P54132;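 also: potency is read from the fitted curve at half-maximal effect; plate controls were vehicle for no effect and no enzyme for full effect; nearly all actives have a fitted effect of over 35% in size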
Target sequence (P54132 whole entry, looked up): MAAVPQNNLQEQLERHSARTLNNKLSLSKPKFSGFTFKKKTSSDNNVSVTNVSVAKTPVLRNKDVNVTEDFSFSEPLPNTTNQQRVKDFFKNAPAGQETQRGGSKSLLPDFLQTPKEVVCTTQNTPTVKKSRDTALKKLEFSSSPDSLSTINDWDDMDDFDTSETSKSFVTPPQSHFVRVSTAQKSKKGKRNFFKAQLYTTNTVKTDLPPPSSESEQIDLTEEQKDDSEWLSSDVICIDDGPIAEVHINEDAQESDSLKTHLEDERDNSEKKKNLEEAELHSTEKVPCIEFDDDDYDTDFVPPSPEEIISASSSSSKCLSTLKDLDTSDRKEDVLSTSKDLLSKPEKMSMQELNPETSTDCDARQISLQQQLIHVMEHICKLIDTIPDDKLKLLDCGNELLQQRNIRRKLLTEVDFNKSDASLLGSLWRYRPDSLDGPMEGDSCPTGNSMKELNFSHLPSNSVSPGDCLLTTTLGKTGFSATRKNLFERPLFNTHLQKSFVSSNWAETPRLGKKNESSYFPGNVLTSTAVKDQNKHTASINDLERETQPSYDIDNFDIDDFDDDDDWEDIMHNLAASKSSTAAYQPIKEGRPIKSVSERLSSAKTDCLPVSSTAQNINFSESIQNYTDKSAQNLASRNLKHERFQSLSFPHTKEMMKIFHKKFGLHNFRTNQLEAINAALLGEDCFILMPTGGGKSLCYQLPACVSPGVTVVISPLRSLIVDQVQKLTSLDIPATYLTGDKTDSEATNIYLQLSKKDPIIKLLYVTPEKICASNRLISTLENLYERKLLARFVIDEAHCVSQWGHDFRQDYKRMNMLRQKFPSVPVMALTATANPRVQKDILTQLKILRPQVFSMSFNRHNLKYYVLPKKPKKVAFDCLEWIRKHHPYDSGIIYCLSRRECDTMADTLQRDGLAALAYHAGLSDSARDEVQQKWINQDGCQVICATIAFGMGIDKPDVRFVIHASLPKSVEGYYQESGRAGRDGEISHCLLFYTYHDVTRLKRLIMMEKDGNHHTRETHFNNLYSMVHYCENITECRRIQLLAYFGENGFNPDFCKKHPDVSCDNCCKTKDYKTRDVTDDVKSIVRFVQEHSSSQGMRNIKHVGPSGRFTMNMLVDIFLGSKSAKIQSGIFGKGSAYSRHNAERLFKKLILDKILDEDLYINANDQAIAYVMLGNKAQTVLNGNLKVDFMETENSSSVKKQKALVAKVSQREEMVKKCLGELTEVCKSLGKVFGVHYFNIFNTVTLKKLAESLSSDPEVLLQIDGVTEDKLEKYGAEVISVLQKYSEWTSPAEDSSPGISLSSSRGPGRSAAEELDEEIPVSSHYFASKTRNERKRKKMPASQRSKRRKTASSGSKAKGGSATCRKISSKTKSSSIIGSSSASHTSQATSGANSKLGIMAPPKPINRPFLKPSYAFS
Pol iota inh: inhibitors of human DNA polymerase iota; Q9UNA4; Pol iota fluorescent replication assay, 10 min; Potency, µM (highest dose often 115 µM), inactives show at the top dose activity, negative = inhibition, usual class: inhibitors; 390,000 tested, 1% active; also: potency is read from the fitted curve at half-maximal effect
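Fluorescent replication assay read twice, at 0 min and 10 min after adding 50 nM (final) substrate. Enzyme (10 nM) and compounds were first incubated 15 min at room temperature; enzyme-free buffer wells were negative controls.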
POLK inh: DNA polymerase kappa (human) inhibition. AID 588579. Potency, µM (series often up to 107 µM), for the others: top-dose activity, negative = inhibition, actives largely listed as inhibitors. purified Pol kappa, fluorescent DNA synthesis assay, 10 min. 400,000 tested, 0.53% active; also: potency is read from the fitted curve at half-maximal effect; % is scaled to controls: 0 for no effect and ±100 for the full control effect
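Inhibition of 10 nM Pol kappa is measured by a fluorescent read-out at 0 and 10 min following addition of 50 nM substrate (final), with a 15-min room-temperature compound preincubation.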
Active calls of the source: *; & = joins results of further samples; [ ] = remark or other dose. Unless noted, calls follow the shape of the dose curve; as a rule, active = well fitted curve in the direction sought with a large enough effect; inconclusive = small, poorly fitted or top-dose-only effect, or another doubt; inactive = no such curve, though single readings can be large; an effect the other way counts as inactive or inconclusive.

A first look (3 entries):
Screening Cc1cccc(NC(=O)C(=O)NCC(c2cccnc2)N2CCOCC2)c1 (configuration not stated) returned ERG Ets-DNA blk 4%, POLB inh -1%, TRHR ag 0.1, ALOX12 inh -8%, Apoferritin bind -6%, BLM helicase inh -8%, Pol iota inh 37%[activator] and POLK inh 2%.
Screening CCC(=O)Nc1ccc(CC)cc1-c1nc2ccccc2n(CC(=O)Nc2cccc(OC)c2)c1=O returned ERG Ets-DNA blk 6%, POLB inh 21%, TRHR ag -0.3, ALOX12 inh -22%, Apoferritin bind -2%, BLM helicase inh -3%, Pol iota inh 11% and POLK inh 4%.
For COc1ccc(CCNC(=O)C(=O)Nc2ccc(C)c(C)c2)cc1 the results were ERG Ets-DNA blk -10%, POLB inh -2%, TRHR ag -0.5, ALOX12 inh -14%, Apoferritin bind -1%, BLM helicase inh -1%, Pol iota inh 47%[activator] and POLK inh -24%.

This part in full (from the top)
Screening Cc1cccc(NC(=O)C(=O)NCC(c2cccnc2)N2CCOCC2)c1 (configuration not stated) returned ERG Ets-DNA blk 4%, POLB inh -1%, TRHR ag 0.1, ALOX12 inh -8%, Apoferritin bind -6%, BLM helicase inh -8%, Pol iota inh 37%[activator] and POLK inh 2%.
Screening CCC(=O)Nc1ccc(CC)cc1-c1nc2ccccc2n(CC(=O)Nc2cccc(OC)c2)c1=O returned ERG Ets-DNA blk 6%, POLB inh 21%, TRHR ag -0.3, ALOX12 inh -22%, Apoferritin bind -2%, BLM helicase inh -3%, Pol iota inh 11% and POLK inh 4%.
For COc1ccc(CCNC(=O)C(=O)Nc2ccc(C)c(C)c2)cc1 the results were ERG Ets-DNA blk -10%, POLB inh -2%, TRHR ag -0.5, ALOX12 inh -14%, Apoferritin bind -1%, BLM helicase inh -1%, Pol iota inh 47%[activator] and POLK inh -24%.
Screening COc1ccc(C)cc1NC(=O)CN1C(=O)CCc2cc(S(=O)(=O)N3CCOCC3)ccc21 returned ERG Ets-DNA blk -4%, POLB inh 0%, TRHR ag -0.4, ALOX12 inh 8%, Apoferritin bind 4%, BLM helicase inh -2%, Pol iota inh -1% and POLK inh -1%[60.1 µM].
For CCn1cnc2scc(-c3ccc(OC)cc3)c2c1=O the results were ERG Ets-DNA blk 3%, POLB inh 7%, APEX1 inh 4%, TRHR ag -0.5, ALOX12 inh inconclusive, Apoferritin bind -11%, BLM helicase inh -7%, Pol iota inh 10% and POLK inh 0%.
CN(C(=O)c1cccc(NC(=O)Cc2cccc(NC(=O)C3CCN(C(=O)C4CC4)CC3)c2)c1)C1CC1 was read as ERG Ets-DNA blk 1%, ALOX12 inh 5%, Pol iota inh 19% and POLK inh 13%.
`NS(=O)(=O)c1ccc(NC(=O)Nc2cccc3ccccc23)cc1` gave ERG Ets-DNA blk -2%, POLB inh inconclusive, APEX1 inh -5%, TRHR ag -0.4, ALOX12 inh -2%, Apoferritin bind -4%, BLM helicase inh -4%, Pol iota inh -1% and POLK inh -17%.
Screening NC(=NCCc1c[nH]c2ccccc12)NS(=O)(=O)c1ccc2ccccc2c1 returned ERG Ets-DNA blk -11%, POLB inh 18%, APEX1 inh -1%, TRHR ag 0.0, ALOX12 inh -12%, Apoferritin bind -1%, BLM helicase inh -2%, Pol iota inh 9% and POLK inh -15%.
For O=[N+]([O-])c1ccccc1-c1cc(-c2cc(Cl)ccc2O)n[nH]1 the results were ERG Ets-DNA blk -8%, POLB inh 29%, APEX1 inh 0%, TRHR ag 0.2, ALOX12 inh inconclusive, Apoferritin bind inconclusive, BLM helicase inh -6%, Pol iota inh 14% and POLK inh -13%.
`COc1ccc(C2=NOC(Cn3nc(-c4ccccc4)cc3C(=O)NCc3cccs3)C2)cc1` (configuration not stated) gave ERG Ets-DNA blk 19%, APEX1 inh -12%, ALOX12 inh 14%, Pol iota inh -7% and POLK inh -9%.
`O=C(Cn1c(=O)n(CC2CCCO2)c(=O)c2ccccc21)c1ccccc1` (configuration not stated) gave ERG Ets-DNA blk 0%, POLB inh 8%, APEX1 inh -2%, TRHR ag -1.3, ALOX12 inh 0%, Apoferritin bind 9%, BLM helicase inh 1%, Pol iota inh 1% and POLK inh -8%.
C/C(=N\NC(=S)NC(C)C)c1ccccc1OC(F)F was read as ERG Ets-DNA blk 2%, POLB inh 4%, APEX1 inh 0%, TRHR ag -1.5, ALOX12 inh -172%, Apoferritin bind -10%, BLM helicase inh 0%, Pol iota inh 42%[activator] and POLK inh 0%.
Screening Cn1nc(C(=O)Nc2ccc(S(=O)(=O)N3CCOCC3)cc2)c2ccccc2c1=O returned ERG Ets-DNA blk 16%, POLB inh -1%, APEX1 inh inconclusive, TRHR ag 0.9, ALOX12 inh 0%, Apoferritin bind -5%, BLM helicase inh -7%, Pol iota inh 1% and POLK inh 4%.
For O=C(NNC(=S)Nc1ccc(F)cc1F)c1ccco1 the results were ERG Ets-DNA blk 5%, POLB inh 7%, APEX1 inh 21%, TRHR ag 0.2, ALOX12 inh 0%, Apoferritin bind -3%, BLM helicase inh -3%, Pol iota inh 32% and POLK inh -3%.
For Cc1ccccc1-c1nc(C#N)c(NCc2ccco2)o1 the results were ERG Ets-DNA blk -11%, POLB inh inconclusive, APEX1 inh -1%, TRHR ag 1.2, ALOX12 inh -30%&-7%, Apoferritin bind -21%, BLM helicase inh -15%, Pol iota inh 20% and POLK inh -11%.
Cc1ccc(-c2nn(-c3ccccc3)cc2CN(Cc2ccccc2)C(=O)CCC(=O)O)o1 was read as ERG Ets-DNA blk 13%, POLB inh 1%, APEX1 inh 3%, TRHR ag -0.2, ALOX12 inh inconclusive, Apoferritin bind -3%, BLM helicase inh -12%, Pol iota inh 7% and POLK inh -6%.
O=C(O)COc1c(Cl)cc(/C=C2\NC(=O)NC2=O)cc1Br was read as ERG Ets-DNA blk 0%, POLB inh 0%, APEX1 inh 3%, TRHR ag 0.0, ALOX12 inh -12%, Apoferritin bind -2%, BLM helicase inh 0%, Pol iota inh 46%[activator] and POLK inh -4%.
CN(C(=O)Nc1ccc(S(=O)(=O)N(C)C)cc1)C1CCCCC1 was read as ERG Ets-DNA blk 0%, POLB inh 4%, APEX1 inh 13%, TRHR ag 0.2, ALOX12 inh -4%, Apoferritin bind 9%, BLM helicase inh 0%, Pol iota inh 7% and POLK inh 10%.
`Cc1cccc(NC(=O)c2ccccc2NC(=O)C(C)(C)C)n1` gave ERG Ets-DNA blk 4%, POLB inh 4%, APEX1 inh 2%, TRHR ag 0.1, ALOX12 inh 0%, Apoferritin bind -17%, BLM helicase inh -3%, Pol iota inh -2% and POLK inh -6%.
For O=C(Cc1ccccc1)Nc1ccccc1N1CCOCC1 the results were ERG Ets-DNA blk -11%, POLB inh 69%, APEX1 inh 12%, TRHR ag -0.9, ALOX12 inh 0%, Apoferritin bind -13%, BLM helicase inh -7%, Pol iota inh 20% and POLK inh 4%.
Screening CCN(CC)S(=O)(=O)c1ccc(NC(=O)C(OC)c2ccccc2)cc1 (configuration not stated) returned ERG Ets-DNA blk 8%, POLB inh 31%, APEX1 inh 9%, TRHR ag 1.3, ALOX12 inh -1%, Apoferritin bind inconclusive, BLM helicase inh 0%, Pol iota inh 17% and POLK inh -7%.
Screening COC(=O)c1sccc1NC(=S)N1CCC(C(N)=O)CC1 returned ERG Ets-DNA blk -2%, POLB inh -1%, APEX1 inh 4%, TRHR ag -0.2, ALOX12 inh -15%, Apoferritin bind -5%, BLM helicase inh 3%, Pol iota inh -5% and POLK inh 3%.
`CCCC(=O)NC(c1ccc(C)cc1)c1ccc2cccnc2c1O` (configuration not stated) gave ERG Ets-DNA blk -2%, POLB inh 19%, APEX1 inh 3%, TRHR ag 0.7, Apoferritin bind 6%, BLM helicase inh -8%, Pol iota inh 63%[activator] and POLK inh -21%.
`O=C(NCC1CCN(Cc2cccc(F)c2)CC1)c1cc2ccc3cccnc3c2[nH]1` gave ERG Ets-DNA blk 11%, POLB inh -1%, TRHR ag -1.2, ALOX12 inh 15%, Apoferritin bind -11%, BLM helicase inh 2%, Pol iota inh 2% and POLK inh -5%.
Cc1ccc(C(=O)OCC(=O)NCc2ccco2)cc1S(=O)(=O)N1CCOCC1 was read as ERG Ets-DNA blk -1%, APEX1 inh -27%, TRHR ag 0.1, ALOX12 inh -6%, Pol iota inh 26% and POLK inh -6%.
CCN1C(=O)/C(=C2/SC(C)=C(C)N2CC)SC1=S was read as ERG Ets-DNA blk -7%, POLB inh -1%, APEX1 inh -6%, TRHR ag 1.5, ALOX12 inh inconclusive, Apoferritin bind -12%, BLM helicase inh -2%, Pol iota inh 11% and POLK inh -16%.
For O=C(NCc1cccnc1)c1cc(-c2ccc(Cl)cc2)oc1C(F)(F)F the results were ERG Ets-DNA blk 4%, POLB inh 6%, APEX1 inh 10%, TRHR ag 0.0, ALOX12 inh 0%, Apoferritin bind 6%, BLM helicase inh 6%, Pol iota inh -11% and POLK inh -16%.
O=C(CCNC(=O)c1ccccc1Cl)Nc1ccc(S(=O)(=O)Nc2ncccn2)cc1 was read as ERG Ets-DNA blk -1%, POLB inh 4%, APEX1 inh 0%, TRHR ag 0.9, ALOX12 inh -11%, Apoferritin bind 2%, BLM helicase inh 1%, Pol iota inh 174%[activator] and POLK inh -7%.
Cc1cc(=O)c(C(=O)O)nn1-c1ccccc1F was read as ERG Ets-DNA blk -9%, POLB inh 3%, APEX1 inh 14%, TRHR ag -0.1, ALOX12 inh inconclusive, Apoferritin bind -6%, BLM helicase inh -2%, Pol iota inh 36%[activator] and POLK inh 10%.

Source: PubChem BioAssay

Not all compounds are listed (hit frequency here may not be typical).
